DENV2 CPE – protects cells from dengue virus 2 cytopathic effect; DENV2-infected cells, cytopathic effect rescue, plate reader; CPE inhibition, % at 9.99 µM; hit rate 1.7% among 350,000; in the data active = CPE inhibition above about 20%, passing the limit was not always enough; inconclusive = no clear call, values can overlap the other calls; tested in BHK-21 cells;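 note: 0% = median of neutral control wells and 100% = median of positive control wells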
S100A4 MyoIIA – S100A4-myosin IIA interaction inhibition. P26447. S100A4/TAMRA-MyoIIA peptide fluorescence polarization. inhibition, % at 10.7 µM. hit rate 0.14% among 360,000. AID 652163;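 active = mean inhibition of at least 70% across replicates, with every replicate also reaching that level; inconclusive = mean inhibition reaches 70% but some replicates fall short; inactive = mean inhibition below 70%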
Target sequence (P26447 whole entry, looked up): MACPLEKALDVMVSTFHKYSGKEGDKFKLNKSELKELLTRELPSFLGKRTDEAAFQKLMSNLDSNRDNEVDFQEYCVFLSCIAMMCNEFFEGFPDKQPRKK
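Test system – S100A4 monomer (human) · Compound – single-point compound testing · Schedule – 5 min incubation before reading · Probe or stimulus – TAMRA-labelled myosin IIA heavy-chain peptide probe, 5 nM · Benchmarks – neutral control DMSO, positive control TFP · Medium – Calcium-containing HEPES buffer, pH 7.2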
SIRT5 inh – inhibitors of human sirtuin-5 desuccinylase; inhibition, % at 15 µM; Purified SirT5, succinyl-peptide AMC, trypsin-coupled fluorescence; hit rate 1.1% among 330,000; AID 652115; Q9NXA8; in the data active = inhibition above about 15%; inconclusive = no clear call, values can overlap the other calls
Target sequence (Q9NXA8 whole entry, looked up): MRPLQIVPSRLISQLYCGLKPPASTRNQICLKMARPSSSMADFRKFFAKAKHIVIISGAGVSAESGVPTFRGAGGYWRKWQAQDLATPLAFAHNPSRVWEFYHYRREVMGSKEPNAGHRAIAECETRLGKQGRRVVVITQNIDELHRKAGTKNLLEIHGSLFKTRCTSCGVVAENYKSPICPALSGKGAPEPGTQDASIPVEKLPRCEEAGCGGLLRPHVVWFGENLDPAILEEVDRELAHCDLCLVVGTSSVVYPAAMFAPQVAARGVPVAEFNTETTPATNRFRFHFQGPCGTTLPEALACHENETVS
E-sel inducer – induces E-selectin expression in human endothelial cells | P16581 | HUVEC E-selectin immunofluorescence imaging; normalized: neutral wells 0, TNF-alpha wells 100 | activation, % at 7.58 µM | hit rate 0.37% among 260,000 | AID 686992;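 active = mean E-selectin-positive cell signal at least 10% of the positive control, reached in at least 60% of replicates, without over 20% cell loss; inconclusive = no rule given, readout overlaps actives, possibly toxicity-flagged; inactive = the rest, including those meeting only one limit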;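 note: in these data hits start at about 27%; measured in HUVEC primary endothelial cells; signal is the percent of cells scored E-selectin positive by PE staining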
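Test system – human umbilical vein endothelial cells (HUVEC), E-selectin induction · Input – 3,000 HUVEC seeded per well · Buffer or medium – EGM-2, gelatin · Compound dosing – single-point compound dose · Detection – immunofluorescence imaging · Measure – percent E-selectin-positive cells · Controls – TNF-alpha high, DMSO low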
ERp5 block – ERp5 (human) disulfide isomerase inhibition | ERp5 insulin aggregation, absorbance 650 nm, 90 min | Q15084 | inhibition, % at 9.99 µM | hit rate 0.05% among 350,000 | AID 651711;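 active = mean replicate inhibition above about 25%, with every replicate also reaching it, limit read from the data, passing the limit was not always enough; inconclusive = only one of those two criteria met; inactive = neither criterion met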
Target sequence (Q15084 whole entry, looked up): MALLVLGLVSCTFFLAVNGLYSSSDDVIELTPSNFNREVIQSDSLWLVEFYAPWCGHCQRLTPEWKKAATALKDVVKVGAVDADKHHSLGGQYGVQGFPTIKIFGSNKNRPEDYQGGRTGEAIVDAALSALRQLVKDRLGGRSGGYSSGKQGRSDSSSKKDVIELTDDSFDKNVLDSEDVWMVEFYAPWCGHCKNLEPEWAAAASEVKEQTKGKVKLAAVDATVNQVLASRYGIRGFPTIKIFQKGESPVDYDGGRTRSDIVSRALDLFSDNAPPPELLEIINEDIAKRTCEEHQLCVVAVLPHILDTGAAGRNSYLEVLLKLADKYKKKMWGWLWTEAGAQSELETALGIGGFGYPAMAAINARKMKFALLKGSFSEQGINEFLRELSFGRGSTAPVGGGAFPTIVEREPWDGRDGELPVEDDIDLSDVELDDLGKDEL
PglD DTNB – PglD (C. jejuni) enzyme inhibition; hit rate 0.098% among 360,000; inhibition, % at 12.5 µM; purified PglD enzyme, DTNB colorimetric CoA detection; AID 602405; in the data active = inhibition above about 16%, passing the limit was not always enough; inconclusive = no clear call, values can overlap the other calls; note: strong numbers were not always called active
Statin myotox sup – protects C2C12 myotubes from simvastatin toxicity. hit rate 0.78% among 330,000. rescue of ATP level, % at 7.49 µM. ATP luminescence, 48 h; scaled: DMSO 0, geranylgeraniol control 100;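 active = mean ATP rescue above about 67%, or every replicate alone reaching that limit, limit read from the data, passing the limit was not always enough; inconclusive = no clear call, values can overlap the other calls; inactive = mean under the limit and some replicate under it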;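 note: myotubes were challenged with 10 µM simvastatin during compound exposure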
The depositor's hits bear a star; ? = inconclusive; . = not tested or not shown; & = joins results of further samples; ! = not active in a repeat.

SMILES	DENV2 CPE	S100A4 MyoIIA	SIRT5 inh	E-sel inducer	ERp5 block	PglD DTNB	Statin myotox sup
C[C@@H]1CCCCO[C@H](CN(C)C(=O)Nc2ccccc2)[C@H](C)CN([C@@H](C)CO)C(=O)c2cc(NC(=O)Nc3ccccc3)ccc2O1	2	8	6	0.1	17	3	.
Cc1cc(C)c(C)c(C(=O)c2ccccc2C(=O)O)c1C	3	0	-3	.	-4	.	.
COc1ccc(-n2nnnc2S(=O)(=O)CC(=O)N2CCCCC2)cc1	.	-4	-4	3.3	-1	4	-23
CCCNC(=O)N1C2=NC(C(=O)OC)=C(C(=O)OC)[C@@H]3N(Cc4ccccc4)c4ccccc4[C@]23C[C@H]1CO	5	5	.	-0.1	0	0	.
CN(C)C(=S)NC(=O)C12CC3(C)CC(C)(CC(C)(C3)C1)C2	18	-4	2	.	-4	3	.
Cc1ccc(S(C)(=O)=O)cc1C(=O)N1CC(C(N)=O)Oc2ccccc21 (centres undefined)	?	1	-3	.	1	2	3
O=C(NN=C1CCCCC1)NC1CCCCC1	-6	2	1	0.5	0	.	.
CCCc1cc(=O)[nH]c(SCC(=O)Nc2ccc(OC)c(S(=O)(=O)N3CCCCC3)c2)n1	-3	1	-19	0.4	1	5	7
CC(C)NC(=O)Nc1ccc2c(c1)C(=O)N([C@H](C)CO)C[C@@H](C)[C@@H](CN(C)Cc1ccccc1)OCCCC[C@@H](C)O2	10	2	4	0.0	3	2	-1
CC1CN(S(=O)(=O)c2cccc(-c3cn4ccccc4n3)c2)CC(C)O1 (centres undefined)	7	2	-6	.	-1	3	4
CCc1nn(CCCC(=O)NCc2ccccc2C)c(=O)c2cc3occc3n12	-3	-4	-1	.	-2	2	4
CO[C@H]1CN(C)C(=O)c2ccc(NC(=O)C3CC3)cc2OC[C@H](C)N(C(=O)c2ccncc2)C[C@H]1C	-10	7	-2	0.0	-1	5	1
COc1cc(Cl)c(C)cc1NC(=O)CSc1sc2c(O)cc(=O)[nH]c2c1C#N	4	-7	15*	.	-2	-2	-7
Cc1c(O)ccc(/C=N/Nc2ncccc2[N+](=O)[O-])c1O	10	-3	-3	-0.1	1	0	-58
COc1ccc(CCN2C(=O)C3C4CCC(C4=C(C)C)C3C2=O)cc1OC (centres undefined)	-2	-10	-1	2.8	-3	.	.
CCCOc1ccc(N2C(=O)CC(N(CCc3ccc(OC)cc3)C(=O)c3ccccc3)C2=O)cc1 (centres undefined)	5	-8	-3	-0.2	2	.	.
O=C(CN1C(=O)/C(=C/c2cccc(Br)c2)SC1=S)Nc1cccnc1	12	-10	1	.	-7	-2	.
COCCNC(=O)C[C@@H]1C[C@H]2c3cc(NC(=O)C4CCC4)ccc3O[C@H]2[C@@H](CO)O1	.	-4	-3	1.0	-5	1	-9
CN(C)C/C=C/C(O)(c1ccccc1)c1ccccc1	0	8	-3	0.5	0	1	4
CCCC#Cc1ccc([C@@H]2[C@@H](C#N)N(C(=O)C3CCC3)[C@H]2CO)cc1	-4	-16	-2	-0.5	-11	5	-19
COc1cccc2cc(C(=O)N3CCC(C)CC3)c(=O)oc12	-4	-7	-10	0.4	0	-5	1
COc1ccc(C(=O)c2[nH]c(N)c(C(=O)c3c[nH]c4ccccc34)c2-c2ccc(F)c(OC)c2)cc1	-1	-7	3	-0.3	-3	.	.
Cc1nc(NC(=O)/C=C/c2ccccc2)n[nH]1	2	-4	4	-0.1	-2	1	-17
OC[C@@H]1CC[C@@H]2O[C@H](CCc3ccc(-c4ccccc4)cc3)[C@H](n3cc(-c4ccccc4)nn3)C[C@@H]2O1	-3	-7	2	.	-2	.	.
CCN(CC)CCNC(=O)c1ccc(NC(=O)c2ccc(-n3cncn3)c([N+](=O)[O-])c2)cc1	4	2	-3	-0.1	-1	.	.

(more compounds)
SMILES	DENV2 CPE	S100A4 MyoIIA	SIRT5 inh	E-sel inducer	ERp5 block	PglD DTNB	Statin myotox sup
O=C(c1ccccc1F)N1CC(=O)N2[C@H](C1)[C@H](c1ccc(-c3ccccc3)cc1)[C@@H]2CO	-1	0	5	0.7	11	.	.
CC1(C(=O)Nc2ccc3nc[nH]c3c2)CCN1C(=O)CCc1ccccc1 (centres undefined)	2	-6	.	-0.1	1	2	6
COc1ccc(S(=O)(=O)NCc2cc(=O)n(C)c(=O)n2C)cc1F	-5	1	1	-1.7	-6	-2	23
O=S(=O)(NCc1cc(-c2ccccc2)no1)c1ccccc1Cl	-2	0	-2	.	5	.	.
COc1ccc2c3c([nH]c2c1)[C@H](CO)N(Cc1ccccc1)CC31CCN(C(=O)c2ccccn2)CC1	-4	0	0	-0.2	6	.	.
CC(C)c1cccc(C(C)C)c1NC(=O)c1ccc(-c2cc(Cl)ccc2Cl)o1	-11	2	-6	0.2	-6	1	4
CC(C)COc1cccc(C(=O)N(CC(=O)Nc2ccccc2C(F)(F)F)Cc2ccco2)c1	-2	-9	0	.	2	5	12
Cc1cc(C)cc(NC(=O)C2CCCN(c3ncccn3)C2)c1 (centres undefined)	5	-8	-1	.	-2	3	-4
Cc1ccc(NCCCn2cnc3c(OCc4ccccc4)ncnc32)cc1C	0	9	.	0.2	-9	-8	2
O=C(NCC[C@H]1CC[C@H](NC(=O)c2cccnc2)[C@@H](CO)O1)Nc1ccc(Cl)cc1	5	9	-3	0.1	4	-1	-4
COc1ccc(CCNC(=O)/C(C#N)=C/c2ccc(OCC(=O)NCC3CCCO3)cc2)cc1OC (centres undefined)	2	-2	-8	.	3	.	.
CCOC(=O)c1sc(NN=C(C(=O)OC)C(=O)OC)c(C(=O)OCC)c1C	0	-2	0	-0.2	4	.	.
CC(C)C[C@H](NC(=O)c1[nH]cnc1C(=O)N[C@H](C)c1ccccc1)C(=O)OC(C)(C)C	10	0	.	-0.2	1	9	.
CN1c2ccc(C3=CCCCC3)cc2[C@H]2[C@H](CCN2C(=O)Cc2ccccn2)[C@@H]1CO	-14	.	.	-0.2	.	4	-2
O=S(=O)(NC1CC1)c1ccccc1	-3	-6	0	.	1	1	31
O=C(Nc1ccc(F)cc1)N[C@@H]1C=C[C@@H](CC(=O)N2CCCCC2)O[C@H]1CO	2	1	0	-0.3	-1	3	2
Cc1ccc(C(=O)CSc2ccccc2C(=O)O)cc1	0	12	-2	.	-1	4	-3
O=C(COc1ccc(Cl)cc1)Nc1ccc2c(c1)OCO2	-6	-7	-1	.	4	.	1
COc1ccc(NC(=O)Cn2nc(C)c([N+](=O)[O-])c2C)cn1	-4	-3	9	10	4	.	.
O=S(=O)(c1ccc(F)cc1)N1CCCCN2[C@H](CO)[C@@H](c3ccc(-c4ccccc4)cc3)[C@H]2C1	5	-6	3	0.3	-7	0	.
COc1ccc(CN2CCN(Cc3cc4ccccc4o3)CC2CCO)cc1C (centres undefined)	-4	-3	-2	.	6	7	8
C#CCOCCOCCOCCNc1nc(N2CCN(C(=O)[C@H](CO)n3cc([C@@H](N)C(C)C)nn3)CC2)nc(N2CCN(C(=O)[C@H](CCC(=O)O)n3cc([C@@H](N)CCCCN)nn3)CC2)n1	16	-9	0	-0.7	1	6	1
O=C(NCc1cccs1)c1cnc2ccccn2c1=O	16	2	2	.	-2	.	.
COc1cccc(NC(=O)CN(C)C(C)C(=O)NC(C)c2ccc(Cl)cc2Cl)c1 (centres undefined)	-4	1	2	-0.1	2	6	0
Cc1cc(C(=O)COC(=O)CC2Sc3ccccc3NC2=O)c(C)n1-c1cccc(C(F)(F)F)c1 (centres undefined)	.	-8	-4	-5.2	2	-4	-3

Compounds shown so far that contain two or more sulfur atoms:
SMILES	DENV2 CPE	S100A4 MyoIIA	SIRT5 inh	E-sel inducer	ERp5 block	PglD DTNB	Statin myotox sup
CCCc1cc(=O)[nH]c(SCC(=O)Nc2ccc(OC)c(S(=O)(=O)N3CCCCC3)c2)n1	-3	1	-19	0.4	1	5	7
COc1cc(Cl)c(C)cc1NC(=O)CSc1sc2c(O)cc(=O)[nH]c2c1C#N	4	-7	15*	.	-2	-2	-7
O=C(CN1C(=O)/C(=C/c2cccc(Br)c2)SC1=S)Nc1cccnc1	12	-10	1	.	-7	-2	.

Continued:
SMILES	DENV2 CPE	S100A4 MyoIIA	SIRT5 inh	E-sel inducer	ERp5 block	PglD DTNB	Statin myotox sup
Cc1ccc2nc(N3CCOCC3)c(C=O)c(=O)n2c1	-10	-1	-1	-0.2	1	2	6
Cc1ccc(-c2ccc3c(c2)O[C@H](CN(C)Cc2ccccn2)[C@@H](C)CN([C@H](C)CO)S3(=O)=O)cc1	-1	6	9	-0.2	4	2	-87
O=C(CSc1ccccc1C(=O)O)c1ccc([N+](=O)[O-])cc1	11	18	0	0.2	1	.	.
Oc1c(CN2CCOCC2)cc(CN2CCOCC2)c(O)c1O	6	1	.	0.0	0	0	4
CC(=O)c1ccccc1NS(C)(=O)=O	2	7	-3	.	4	1	1
CC(=O)c1cccc(NC(=O)C(C)OC(=O)c2cccc(S(=O)(=O)N3CCN(C)CC3)c2)c1 (centres undefined)	-2	4	-2	.	5	2	-13
Cc1ccc(S(=O)(=O)N(C)c2ccc(OCC(=O)N3CCCC(C(F)(F)F)C3)cc2)cc1 (centres undefined)	-10	-12	2	.	0	1	-5
C=CCOn1c(=O)c(-c2ccc(Cl)cc2)[n+]([O-])c2ccccc21	1	-1	-5	.	3	0	-5
CC(C)NC(=O)CN1C(=O)C(C)(C)Oc2ccc(C(=O)NC3CCCCC3)cc21	10	-2	-2	0.0	-2	3	37
Cc1ccc(NC(=O)C2CC(=O)N/C(=N/N=C/c3ccco3)S2)cc1C (centres undefined)	0	0	.	.	0	0	.
COCCn1c(SCC(=O)NC2CC2)nnc1-c1ccco1	3	-6	-2	0.2	9	-4	21
CN(C)C(=O)C[C@H]1CC[C@H]2[C@H](COc3ccc(NC(=O)c4ccc(F)cc4)cc3C(=O)N2C)O1	-1	12	-2	0.4	-2	0	-21
CC(=O)Nc1ccc(-c2ccnc3c2CC(C(=O)NCCc2ccccc2)O3)cc1 (centres undefined)	3	0	-4	-0.3	-2	-1	12
O=C(C[C@@H]1C/C=C\C[C@H](Cc2ccc(F)cc2)C(=O)OC[C@H]2CCCN2C1=O)NCCO	-6	-16	-1	.	0	0	4
C[C@H](CO)N1C[C@H](C)[C@@H](CN(C)S(=O)(=O)c2ccc(F)cc2)Oc2ccc(NC(=O)CCN3CCOCC3)cc2C1=O	?	11&0	15*!	0.1&-0.2	-1&-2	-2&-3	-2&0
Cc1cc(C)n2nc(SCc3cccc(F)c3)nc2n1	11	-2	-4	0.9	9	7	-2
Cc1ccc(NC(=O)c2oc3ccc(S(=O)(=O)N4CCC5(CC4)OCCO5)cc3c2C)cc1C	16	17	2	.	3	.	2
NC(=O)C1(N2CCCCC2)CCN(C(=O)CCCn2c(=O)[nH]c3ccsc3c2=O)CC1	?	1	-5	4.0	-3	-4	0
CCCNC(=O)[C@@H]1[C@@H](CO)[C@@H]2Cn3c(ccc(-c4ccc(F)cc4)c3=O)[C@H]1N2C	3	1	-7	-0.3	14	5	0
Cc1cc(C)c(Nc2n[nH]c(=S)s2)cc1C	3	10	.	-0.1	0	6	32
CC(=O)N(CCc1ccccc1)Cc1cc2cc(C)ccc2[nH]c1=O	-2	-4	0	.	0	6	12
C/C=C/c1ccc([C@H]2[C@@H](CO)N(C(C)=O)[C@@H]2CN(C(=O)COC)C(C)C)cc1	-1	.	2	0.0	5	-4	14
CC(C)NC(=S)Nc1c(N)[nH]c(=O)[nH]c1=O	0	1	-6	1.9	1	-2	5
COc1ccc(S(=O)(=O)N(C)C[C@@H]2OCCCC[C@@H](C)Oc3ccc(NS(C)(=O)=O)cc3C(=O)N([C@@H](C)CO)C[C@@H]2C)cc1	1	-1	-7	0.1	2	2	.

These rows are one share of the data; rates above refer to the full screens.
